Assay outcomes: PubChem BioAssay, National Center for Advancing Translational Sciences (NCATS)
BLM helicase inh – qHTS Assay for Inhibitors of Bloom's syndrome helicase (BLM); AID 2528, 2010; 0.2% of 350,000 active; RecQ-like DNA helicase BLM (Homo sapiens), P54132; recombinant BLM DNA unwinding, fluorescence dequenching; Potency, µM (top dose mostly 56.1 µM), for the others: top-dose activity change, negative = inhibition, hits mostly inhibitors;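 also: potency is read from the fitted curve at half-maximal effect; plate controls were vehicle for no effect and no enzyme for full effect; nearly all actives have a fitted effect of over 35% in size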
Target sequence (P54132 whole entry, looked up): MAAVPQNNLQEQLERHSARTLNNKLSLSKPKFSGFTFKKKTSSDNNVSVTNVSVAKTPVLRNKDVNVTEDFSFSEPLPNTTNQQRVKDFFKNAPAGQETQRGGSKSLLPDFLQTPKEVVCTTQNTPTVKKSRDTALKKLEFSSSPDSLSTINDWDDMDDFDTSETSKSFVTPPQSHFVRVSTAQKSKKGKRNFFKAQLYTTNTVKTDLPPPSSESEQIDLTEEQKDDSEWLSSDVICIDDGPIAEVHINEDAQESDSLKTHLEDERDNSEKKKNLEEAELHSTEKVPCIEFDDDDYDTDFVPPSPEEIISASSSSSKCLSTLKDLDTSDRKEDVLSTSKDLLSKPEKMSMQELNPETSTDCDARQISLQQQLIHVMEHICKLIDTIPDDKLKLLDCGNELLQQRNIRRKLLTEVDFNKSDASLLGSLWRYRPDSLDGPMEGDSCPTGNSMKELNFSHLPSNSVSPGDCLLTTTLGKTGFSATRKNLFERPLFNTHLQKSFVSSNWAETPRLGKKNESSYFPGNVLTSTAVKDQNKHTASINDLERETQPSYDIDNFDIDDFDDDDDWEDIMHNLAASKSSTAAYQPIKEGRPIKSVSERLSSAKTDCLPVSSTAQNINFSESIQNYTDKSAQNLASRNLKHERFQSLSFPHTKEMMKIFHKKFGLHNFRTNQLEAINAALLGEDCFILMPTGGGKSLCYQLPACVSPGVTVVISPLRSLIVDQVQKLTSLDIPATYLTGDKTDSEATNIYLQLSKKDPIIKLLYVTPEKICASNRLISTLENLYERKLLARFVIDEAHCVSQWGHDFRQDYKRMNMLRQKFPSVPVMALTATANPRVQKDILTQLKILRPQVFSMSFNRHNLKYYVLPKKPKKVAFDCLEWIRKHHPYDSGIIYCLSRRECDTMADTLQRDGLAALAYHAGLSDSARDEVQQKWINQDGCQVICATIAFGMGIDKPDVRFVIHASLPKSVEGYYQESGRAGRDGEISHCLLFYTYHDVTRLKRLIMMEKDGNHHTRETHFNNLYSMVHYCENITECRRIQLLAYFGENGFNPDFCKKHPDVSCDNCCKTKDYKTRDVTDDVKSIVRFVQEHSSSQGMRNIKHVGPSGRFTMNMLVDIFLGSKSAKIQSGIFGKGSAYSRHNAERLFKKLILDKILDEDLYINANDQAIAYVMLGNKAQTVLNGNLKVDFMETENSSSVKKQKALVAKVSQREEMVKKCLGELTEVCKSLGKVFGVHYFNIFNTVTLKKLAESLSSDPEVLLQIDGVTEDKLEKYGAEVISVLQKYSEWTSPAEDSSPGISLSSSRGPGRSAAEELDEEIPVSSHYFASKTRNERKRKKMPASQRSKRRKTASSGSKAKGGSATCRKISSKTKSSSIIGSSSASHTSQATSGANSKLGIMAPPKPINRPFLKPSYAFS
Pol kappa inh – qHTS for Inhibitors of Polymerase Kappa. 0.53% of 400,000 active. Potency, µM (highest dose often 107 µM), inactives show top-dose activity, negative = inhibition, hits mostly inhibitors. purified Pol kappa, fluorescent DNA synthesis assay, 10 min. DNA polymerase kappa (Homo sapiens), Q9UBT6; also: potency is read from the fitted curve at half-maximal effect; % is scaled to controls: 0 for no effect and ±100 for the full control effect
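Inhibition of 10 nM Pol kappa is measured by a fluorescent read-out at 0 and 10 min following addition of 50 nM substrate (final), with a 15-min room-temperature compound preincubation.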
POLI inh – qHTS for Inhibitors of Polymerase Iota; DNA polymerase iota (Homo sapiens), Q9UNA4; Pol iota fluorescent replication assay, 10 min; Potency, µM (top dose mostly 115 µM), for the others: at the highest dose activity, negative = inhibition, hits mostly inhibitors; 1% of 390,000 active; AID 588590, 2011; also: potency is read from the fitted curve at half-maximal effect
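Fluorescent replication assay read twice, at 0 min and 10 min after adding 50 nM (final) substrate. Enzyme (10 nM) and compounds were first incubated 15 min at room temperature; enzyme-free buffer wells were negative controls.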
APEX1 inh – qHTS Assay for Inhibitors of the Human Apurinic/apyrimidinic Endonuclease 1 (APE1); DNA repair nuclease/redox regulator APEX1 (Homo sapiens), P27695; recombinant APE1, TAMRA/BHQ-2 abasic DNA cleavage fluorescence; Potency, µM (top dose mostly 65.8 µM), without a hit: top-dose activity change, negative = inhibition, hits mostly inhibitors; 0.35% of 350,000 active; AID 2517, 2012;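 also: potency is read from the fitted curve at half-maximal effect; plate controls were vehicle for no effect and reference inhibitor for full effect; nearly all actives have a fitted effect of over 55% in size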
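Substrate: short duplex with […] THF abasic site, 5'-TAMRA and 3'-BHQ-2, 50 nM final. APE1 at 0.75 nM, preincubated 15 min RT with compound. Fluorescence increase from first to third read measured activity.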
Anesthetic bind – qHTS Assay for Identification of Novel General Anesthetics; 0.074% of 350,000 active; Ferritin light chain (Equus caballus), P02791; apoferritin/1-aminoanthracene competitive binding, fluorescence; Potency, µM (series often up to 77.5 µM), for inactives: at the highest dose activity change, negative = displacement, actives largely listed as inhibitors; also: potency is read from the fitted curve at half-maximal effect; % is scaled to controls: 0 for no effect and ±100 for the full control effect; nearly all actives have a fitted effect of over 20% in size
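In PBS, apoferritin at 10 uM is loaded with 1-AMA from a 50% saturated solution. After 10 min of compound exposure at ambient temperature, reduced 535 nm fluorescence indicates probe displacement.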
Pol beta inh – qHTS Assay for Inhibitors of DNA Polymerase Beta. P06746. 1.3% of 340,000 active. Pol beta primer extension/strand displacement, fluorescence kinetic. Potency, µM (highest dose often 114 µM), without a hit: at the highest dose activity change, negative = inhibition, hits mostly inhibitors; also: potency is read from the fitted curve at half-maximal effect; % is scaled to controls: 0 for no effect and ±100 for the full control effect
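Curves were derived by four-parameter Hill fits of normalized qHTS data. The kinetic fluorescent primer-extension read was taken at 0 and 10 min after 50 nM substrate, following a 15 min room-temperature preincubation of 10 nM enzyme with compounds.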
GRP78 ERSR act – qHTS for Inducers of the Endoplasmic Reticulum Stress Response (ERSR) in Human Glioma: qHTS | AID 602332, 2012 | U87-MG GRP78 promoter luciferase reporter, 16 h | Potency, µM, inactives show at the highest dose activation, actives largely listed as activators | 0.02% of 420,000 active; also: potency is read from the fitted curve at half-maximal effect; series mostly up to about 76 µM; % of control where 0% means no effect; nearly all actives have a fitted effect of over 35% in size
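Stably transfected U87-MG glioma cells carrying a GRP78-based luciferase sensor; 16 h compound incubation. Luminescence end-point read 10 min after Bright-Glo addition at room temperature.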
POLH inh – qHTS for Inhibitors of Polymerase Eta; DNA polymerase eta (Homo sapiens), Q9Y253; recombinant Pol eta, fluorescent DNA replication assay; Potency, µM (top dose mostly 114 µM), for the others: at the highest dose activity change, negative = inhibition, hits mostly inhibitors; 1.2% of 390,000 active; AID 588591, 2011; also: potency is read from the fitted curve at half-maximal effect; % is scaled to controls: 0 for no effect and ±100 for the full control effect
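Pol eta (10 nM) was preincubated with compounds for 15 min at room temperature, after which fluorescent replication substrate (50 nM final) was added to start the reaction. Fluorescence was read kinetically at 0 and 10 min.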
LDHA inh – qHTS assay for inhibitors of human lactate dehydrogenase | 0.15% of 480,000 active | L-lactate dehydrogenase A chain (Homo sapiens), P00338 | purified LDHA, NADH/diaphorase-resazurin fluorescence; hits give low values | activity change, % (values are at about 110 or 230 µM); in the data active = activity change below about -30%; inconclusive = mostly about -25% to -30%;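 also: plate controls were DMSO wells for no effect and wells without enzyme for full effect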
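Human LDH5 (2 nM) was incubated with 0.06 mM NADH and 0.2 mM pyruvate for 5 min at room temperature in Tris pH 7.4. Remaining NADH was coupled through diaphorase/resazurin, and resorufin fluorescence was read at 0 and 20 min.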
* = called active by the depositor; ? = inconclusive; / = no result given; [ ] = another dose, or the depositor's remark. Unless noted, calls follow the shape of the dose curve; as a rule, active = well fitted curve in the direction sought with a large enough effect; inconclusive = small, poorly fitted or top-dose-only effect, or another doubt; inactive = no such curve, though single readings can be large; an effect the other way counts as inactive or inconclusive.

Results follow in this order: APEX1 inh	POLH inh	Pol kappa inh	Pol beta inh	Anesthetic bind	BLM helicase inh	LDHA inh	POLI inh	GRP78 ERSR act
1. Cc1ccccc1OCC(=O)NC(=S)Nc1ccccc1N1CCN(S(C)(=O)=O)CC1
    -12%	-8%	-6%	11%	2%	-8%	-4	11%	-1%
2. Cc1ccccc1CN1C[C@@H]2C[C@@H](c3cn[nH]c3-c3ccc(F)cc3)N3CCC[C@@]23C1=O
    0%	-18%	0%	1%	-21%	1%	-1	-16%	4%
3. Cc1cc(NC(=O)c2ccc(F)cc2)n(CCOC(=O)c2ccc(F)cc2)n1
    1%	-9%	-7%	-5%[57.1 µM]	-5%	3%	-7	23%	-3%
4. Cc1onc(-c2c(F)cccc2Cl)c1C(=O)N=C(N)N1CC(C)OC(C)C1 (configuration not stated)
    15%	-20%	-3%	31%	3%	-2%	-3	39%[activator]	0%
5. CCCCCNCc1ccc(Br)cc1
    1%	-5%	-5%[60.1 µM]	52%	-7%	-1%	-2	-7%	-3%
6. COc1ccc(CCNC(=O)Cn2ncc3c(=O)oc4ccccc4c32)c(OC)c1
    /	-2%	5%	48%	-4%	-8%	-1	-5%	3%
7. FC(F)(F)c1ccc(Cl)c(N/N=C/c2ccc(N3CCOCC3)s2)c1
    5%	-21%	-20%	-1%	?	-12%	0	1%	-3%
8. N#Cc1ccc(S(=O)(=O)NCCc2ccncc2)cc1
    /	-9%	6%	/	/	/	0	-3%	-2%
9. CC(=O)Nc1cccc(-c2csc(Nc3ccc(Cl)cn3)n2)c1
    -1%	-19%	-1%	26%	-11%	-8%	-1	32%	-2%
10. Cc1cccc(N(CC(=O)Nc2ccccc2C(F)(F)F)S(=O)(=O)c2ccccc2)c1C
    /	-7%	-19%	-14%	-15%	-14%	0	-15%	1%
11. COc1cc(NC(=O)CN2C(=O)COc3ccccc32)cc(OC)c1
    /	-7%	-13%	/	/	/	-2	-20%	-3%
12. CO[C@@H]1COC(=O)CCC[C@@H](C)[C@H](OC)COC(=O)[C@H](Cc2ccccc2)NC(=O)C/C=C\[C@H]1C
    ?	/	/	/	-8%[15.3 µM]	-2%[12.4 µM]	/	/	-5%
13. COc1cc(C2CC(=O)Nc3n[nH]c(-c4ccccc4)c32)cc(OC)c1OC (configuration not stated)
    22%	-9%	1%	21%	-4%	-1%	-2	16%	0%
14. C[C@H]1[C@H]2CC[C@H]3C4CC=C5C[C@@H](N(C)C)CC[C@]5(C)C4CC[C@]23CN1C (some centres not stated)
    ?	/	-7%[19.4 µM]	/	/	78%[activator]	/	/	-3%
15. CC1=CC(=O)C2=C(C)CCC3C(C)C(=O)OC3C12 (configuration not stated)
    0%	/	-5%[19.4 µM]	/	/	4%	/	/	-3%
16. C=C(C)Cn1c(C(C)NC(=O)CCC)nc2ccccc21 (configuration not stated)
    2%	-12%	10%	4%	8%	1%	0	0%	2%
17. O=C(CN1C(=O)NC2(CCCC2)C1=O)OCc1cccc(Br)c1
    1%	-19%	7%	/	/	/	-1	40%	-4%
18. CCOC(=O)c1ccc(N2C(=O)CC(Nc3ccc(CCO)cc3)C2=O)cc1 (configuration not stated)
    11%	-10%	-5%	66%	-9%	-1%	2	0%	-2%
19. Cc1noc(C)c1C(=O)N1CCC2(CCCN(c3ccccn3)C2)CC1
    13%	/	1%[60.1 µM]	/	/	3%	/	/	-4%
20. O=C(C#Cc1ccccc1)c1ccco1
    14%	-25%	-1%	-1%	-9%	-2%	-3	?	-19%
21. CC(=O)C1CCN(Cc2ccccc2)CC1
    3%	-11%	-18%	-2%	-1%	-2%	2	-5%	-7%
22. CC(C)C(OC(=O)c1cc2c(s1)CCCCC2)C(=O)NC(N)=O (configuration not stated)
    -5%	-15%	-14%	-2%	-5%	1%	-6	18%	0%
23. Cc1cccc(Cc2c(C)nc3nc(SCc4ccccc4Cl)nn3c2C)c1
    /	1%	-1%	-11%	-6%	-8%	-2	2%	-2%
24. CCOC(=O)c1ccccc1NC(=O)COC(=O)C(CC(C)C)NC(N)=O (configuration not stated)
    -4%	-16%	0%	39%	-12%	-1%	-5	11%	-1%
25. COc1ccc(NC(=O)c2ccccc2NC(=O)CSc2ccc(C)cc2)cc1
    -6%	10%	-3%	7%	-13%	-3%	-10	12%	-2%
26. CCOc1ccc(N(CC(=O)NC2CCCC2)C(=O)CCC(=O)Nc2nc(C)cs2)cc1
    5%	-5%	1%	2%	-9%	-2%	0	56%[activator]	-2%
27. COC(=O)c1ccc(/C=N/OCC(=O)NCCc2ccc(OC)c(OC)c2)cc1
    1%	-21%	0%	0%	-13%	-2%	-10	6%	-2%
28. O=C(CCCc1nc(-c2ccc(Cl)cc2)no1)NC1CCCCC1
    8%[12.4 µM]	-1%	-1%	1%	-9%	-1%	-8	147%[activator]	-3%
29. CCSc1nnc(NC(=O)CSc2nncc(=O)n2N)s1
    -5%	-13%	-8%	3%	-6%	-11%	0	3%	-1%
30. O=C(CN1CCN(C(=O)c2ccco2)CC1)Nc1ccc(Br)cc1
    78%[activator]	-9%	1%	1%	2%	-6%	-2	125%[activator]	-5%
31. O=C(NCCC(=O)N1CCCC1)c1ccccc1Cl
    -15%	-21%	1%	8%	-2%	2%	-3	60%[activator]	2%
32. COc1ccccc1Cc1nc(-c2ccc(C)cc2)no1
    0%	-11%	-4%	-1%	-2%	-7%	1	1%	4%
33. Cc1ccc(C(=O)Cn2cnc3ccccc3c2=O)cc1
    6%	-14%	-3%	-2%	-7%	4%	-1	-10%	-5%
34. O=C(O)c1cccc(NC(=S)N/N=C/c2c[nH]c3ccccc23)c1
    2%	-7%	-7%	0%	-6%	-2%	-5	12%	-4%
35. COc1ccc(Cl)cc1-c1nc(SCC(=O)NC2CCS(=O)(=O)C2)n[nH]1 (configuration not stated)
    1%	-16%	3%	/	/	/	-15	51%[activator]	-4%
36. CCNC(=O)Nc1cc(S(=O)(=O)Nc2ccc(OC)cc2)ccc1N1CCOCC1
    7%	-21%	-1%	/	/	/	0	-6%	-3%
37. Cc1cc(NCc2ccccc2)n2ncc(-c3ccccc3)c2n1
    5%	-26%	-12%	3%	117%[activator]	-7%	1	31%[activator]	5%
38. O=C(c1ccccc1)c1ccc(O)cc1O
    40%[activator]	-17%	-15%	3%	-12%	2%	-4	-7%	-1%
39. CN(C)S(=O)(=O)c1cc(NC(=O)COC(=O)/C=C/c2ccco2)ccc1Cl
    ?	25µM*	32µM*	?	-10%	-10%	3	?	-3%
40. CC1CC(NC(=O)/C=C/C(=O)O)CC(C)(C)C1 (configuration not stated)
    1%	-4%	3%	1%	3%	-11%	-3	39%[activator]	3%
41. Cc1cccc(C(=O)NNC2=C(C(=O)C(F)(F)F)CCC2)c1O
    -2%	-3%	-4%	-1%	-23%	0%	-6	-5%	-8%
42. CCCCCC(=O)N/N=C/c1cccs1
    2%	-16%	-3%	-13%	-13%	-3%	-2	-2%	-1%
43. O=C(O)c1ccc(N/C(=N\S(=O)(=O)c2ccc(Cl)cc2)c2ccccc2)cc1
    6%	7%	-6%	-2%	-1%	1%	-5	?	-1%
44. CCOC(=O)c1ccc(CSc2nnc(-c3ccncc3)n2N)cc1
    -4%	-9%	-14%	28%	-13%	0%	-5	0%	1%
45. Cn1c(=O)n(CCc2ccccc2)c(=O)c2c1nc1n2CCCN1CCc1ccccc1
    2%	-12%	-14%	-22%	-4%	-9%	3	-9%	-9%
46. Cc1cccc(CSc2ccc3nnc(-c4ccccn4)n3n2)c1
    13%	-11%	-5%	-9%	-22%	4%	-1	192%[activator]	-2%
47. CN1C=CC(=O)[C@@H](OC(=O)Nc2ccc(Br)cc2)[C@H]1c1ccccc1Br
    /	-20%	-2%	/	/	/	0	20%	-3%
48. Cc1cc(C)cc(NC(=O)C2CCCN(c3cnccn3)C2)c1 (configuration not stated)
    /	-6%	5%	9%	-5%	3%	-4	24%	-2%
49. O=C1OCc2ccc(NC(=O)C3CC3)cc21
    16%	4%	-8%	37%	-1%	-2%	-5	144%[activator]	-2%
50. CN(C)NC(=S)Nc1cccc(Cl)c1
    1%	0%	-3%	2%	-2%	1%	-11	38%[activator]	-5%
51. O=C(Nc1ccc(N2CCN(Cc3ccccc3F)CC2)cc1)c1ccc([N+](=O)[O-])o1
    4%	-11%	-7%	-4%	-8%	-3%	-2	-5%	-13%
52. NC(=O)c1cc(NC(=O)c2cc(Br)c(Br)s2)cc(C(N)=O)c1
    14%	-3%	-22%	40µM*	-4%	-7%	-15	5%	3%
53. CC(C)=CCC/C(C)=C/Cc1c(O)ccc(C(=O)/C=C/c2ccc(O)cc2)c1O
    ?	-11%	-9%	-25%	?	-14%	0	5%	3%
54. CCOc1cc(/C=C2/C(=O)N(c3ccccc3)N=C2C)ccc1OC(=O)c1cccs1
    -5%	-10%	-4%	16%	-13%	-6%	14	0.35µM*	3%
55. CCC(c1nnnn1C1CCCC1)N(Cc1cccs1)Cc1cc2cccc(C)c2[nH]c1=O (configuration not stated)
    -10%	-12%	-9%	28%	-13%	-5%	-5	-23%	-7%
56. COc1ccc(/C=N/n2c(SC)nnc2-c2ccccc2)c(OC)c1OC
    14%	-8%	-3%	22%	-15%	5%	-4	10%	-6%
57. COc1cc2c(cc1OC)CN(C(=O)c1ccc3nc[nH]c3c1)CC2
    0%	-1%	-20%	31%	-2%	-7%	-11	43%[activator]	-2%

This is a subset (hit frequency here may not be typical).
